Screens as filed in PubChem BioAssay.
SIAE primary = human SIAE inhibitors, primary screen, biochemical, fluorescence polarization, FP-Rh probe, 1536-well HTS; Sialate O-acetylesterase (Homo sapiens), Q9HAT2; SIAE FP-Rh probe binding; inhibition, % at 9.66 µM; hit rate 0.69% among 370,000; AID 1053197, 2014;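 active = inhibition above a cutoff: mean of compounds within the control limits plus 3 SD of those, cut at about 17% in these data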;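 also: 0% = plate median of compound wells and 100% = probe without SIAE protein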
LEDGF integ inh = blockers of LEDGF/p75-dependent integrase strand transfer – biochemical, TR-FRET, high throughput, primary screen | HIV-1 integrase (with human LEDGF/p75) | TR-FRET IN-LEDGF/p75 DNA integration, Eu/Cy5 | hit rate 0.64% among 370,000 | inhibition, % at 3.7 µM;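 active = inhibition above the screen-wide mean plus 3 SD, cut at about 13% in these data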;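 also: signal is the Cy5 over europium emission ratio at 671 and 618 nm; 0% = plate median of compound wells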
NPR2 activator = human GC-B receptor activators, primary screen, HEK293 GC-B cells, cGMP TR-FRET, EC30 CNP | hit rate 0.11% among 370,000 | Atrial natriuretic peptide receptor 2 (Homo sapiens), P20594 | activation, % at 10 µM | AID 1920062, 2024 | 0% at EC30 CNP, 100% saturating CNP;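 active = activation at 10 µM reaching about 35% in either raw or pattern-adjusted values, limit read from the data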
PRMT1 inh = PRMT1 methyltransferase inhibitors, primary screen, biochemical, fluorescence polarization; inhibition, % at 2.79 µM; recombinant PRMT1, activity-based probe fluorescence polarization; AID 652257, 2013; hit rate 1.3% among 370,000;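 active = inhibition above about 21% made by adding two undisclosed values, limit read from the data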
MBD2 inh = inhibitors of MBD2 binding to methylated DNA, primary screen, biochemical, TR-FRET, DNA-binding domain, human | hit rate 0.31% among 370,000 | MBD2 binding to methylated oligonucleotide | AID 686964, 2013 | Methyl-CpG-binding domain protein 2 (Homo sapiens), Q9UBB5 | inhibition, % at 4.4 µM; in the data active = inhibition above about 13%
Target sequence (Q9UBB5 whole entry, looked up, the tested form may be a part): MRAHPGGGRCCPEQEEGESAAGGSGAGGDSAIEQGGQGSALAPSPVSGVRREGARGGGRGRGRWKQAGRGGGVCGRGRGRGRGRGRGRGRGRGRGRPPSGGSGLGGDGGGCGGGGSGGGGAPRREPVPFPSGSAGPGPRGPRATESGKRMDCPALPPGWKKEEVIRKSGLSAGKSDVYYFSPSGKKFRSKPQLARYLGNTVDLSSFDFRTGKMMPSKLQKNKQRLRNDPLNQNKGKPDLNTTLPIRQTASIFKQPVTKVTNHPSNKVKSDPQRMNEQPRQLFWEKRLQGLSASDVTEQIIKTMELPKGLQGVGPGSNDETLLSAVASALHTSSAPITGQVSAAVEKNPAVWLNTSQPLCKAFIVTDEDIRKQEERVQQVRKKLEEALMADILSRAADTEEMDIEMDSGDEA
TCR CD3 inh = inhibitors of human TCR-CD3 interaction, primary screen, biochemical, fluorescence, TAMRA-labeled TCR probe; hit rate 0.37% among 360,000; inhibition, % at 9.4 µM; in the data active = inhibition above about 19%;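 also: recombinant mutant TCR 2C K166C tagged with TAMRA read by polarization; 0% = receptor in buffer alone and 100% = receptor with positive control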
rCAG RNA binder = binders of r(CAG) RNA repeats, primary screen, biochemical, fluorescence; hit rate 1.3% among 370,000; r(CAG) RNA repeat, TO-PRO-1 dye displacement fluorescence; AID 651821, 2012; inhibition, % at 3 µM;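 active = inhibition above the plate cutoff, the mean of all test compounds on that plate plus 3 SD, cut at about 35% in these data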;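 also: 0% = DMSO alone and 100% = 100 µM mitoxantrone as full dye displacement; higher means more dye released from RNA so lower well fluorescence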
TDP2 inh = human TDP2 enzyme inhibitors, primary screen, biochemical, epi absorbance, recombinant enzyme; hit rate 0.34% among 370,000; AID 720702, 2013; Tyrosyl-DNA phosphodiesterase 2 (Homo sapiens), O95551; T5PNP hydrolysis, p-nitrophenol absorbance 415 nm; inhibition, % at 12.8 µM;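 active = inhibition above the mean of all tested compounds plus 3 SD, set per campaign, cut at about 25% in these data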;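 also: 0% = DMSO with enzyme and 100% = buffer with substrate but no TDP2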
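System – recombinant human TDP2 · Quantity – TDP2 enzyme at 120 nM final · Doses – single concentration, 12.8 µM nominal, with 1% DMSO · Incubation – 2 h at 37 °C · Measured by – epi absorbance of p-nitrophenol freed from T5PNP by hydrolysis · Read-out – % inhibition relative to enzyme-containing and enzyme-free wells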
mABHD4 FP = ABHD4 inhibitors, primary screen, biochemical, fluorescence polarization, mouse; (Lyso)-N-acylphosphatidylethanolamine lipase (Mus musculus), Q8VD66; purified mABHD4, FP-Rh probe fluorescence polarization; inhibition, % at 8.92 µM; hit rate 0.54% among 370,000;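 active = inhibition exceeding the mean over every tested compound plus 3 SD, cut at about 30% in these data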;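 also: 0% = plate median of compound wells and 100% = S159A mutant with DMSO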
Target sequence (Q8VD66 whole entry, looked up): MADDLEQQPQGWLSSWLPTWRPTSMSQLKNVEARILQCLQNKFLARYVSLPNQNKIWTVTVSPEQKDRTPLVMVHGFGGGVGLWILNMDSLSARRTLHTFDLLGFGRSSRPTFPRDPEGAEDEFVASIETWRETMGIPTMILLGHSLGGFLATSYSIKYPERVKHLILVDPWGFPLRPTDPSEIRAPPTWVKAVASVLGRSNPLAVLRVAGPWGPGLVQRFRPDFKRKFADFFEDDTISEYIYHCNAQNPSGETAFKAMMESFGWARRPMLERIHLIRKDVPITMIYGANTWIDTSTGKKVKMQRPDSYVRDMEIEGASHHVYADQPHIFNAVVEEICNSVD
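Test system: mABHD4 protein; Read-out basis: % inhibition; Incubation: 45 min + 60 min at 25 °C; Repeats: single replicate; Technique: fluorescence polarization with parallel and perpendicular emission, 525/598 nm; Compound: 8.92 µM, single dose; Benchmarks: full inhibition S159A mutant plus DMSO, zero as sample-well median.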
HTRA1 inhibitor = HTRA1 serine protease inhibitors, primary screen, biochemical, fluorescence polarization, HTS | Q92743 | recombinant HTRA1, FP-rhodamine activity-based probe | inhibition, % at 5.96 µM | hit rate 0.5% among 340,000 | AID 504803, 2011; in the data active = inhibition above about 36%;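 also: 0% = enzyme with DMSO and 100% = wells lacking enzyme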
Active calls of the source: *; x = not tested or not shown. The list is partial. The share of hits here may be higher or lower than overall.

SMILES | SIAE primary | LEDGF integ inh | NPR2 activator | PRMT1 inh | MBD2 inh | TCR CD3 inh | rCAG RNA binder | TDP2 inh | mABHD4 FP | HTRA1 inhibitor
CC(C)C(=O)Nc1ccc2c(c1)oc1ccccc12 | 4.0 | -2.9 | -3.5 | -2.9 | -0.1 | 1.8 | -1.4 | -8.0 | -0.9 | -12.9
CCc1ccccc1NC(=O)CCC(=O)Nc1nnc(C(C)C)s1 | -6.1 | -2.1 | -0.4 | 6.9 | 8.7 | -7.2 | -1.5 | -8.4 | -6.6 | 4.4
COc1ccc(Cl)cc1NC(=O)CSc1nncn1-c1cccnc1 | -3.5 | 4.1 | -0.6 | -0.1 | 6.4 | -0.8 | 5.6 | -9.8 | -2.0 | -8.7
Nc1[nH]n(-c2ccccc2)c(=O)c1N=Nc1ccc2c(c1)OCO2 | 6.0 | -3.1 | -1.6 | 7.3 | -6.3 | -12.7 | 7.2 | -8.1 | 20.4 | 17.4
CCN(CC)CCNC(=O)c1ccc(N2CCCCC2)c(NS(=O)(=O)c2ccc(C)cc2)c1 | -1.1 | -6.0 | -4.3 | 1.1 | 3.7 | 2.2 | 1.3 | 4.6 | 5.4 | 0.1
c1coc(-c2nnc(-c3ccco3)nn2)c1 | 13.6 | 61.2* | 2.3 | 46.5* | 33.3* | 28.1* | 30.7 | 10.0 | 26.8 | 10.5
COc1ccc(CN(C(=O)COc2ccccc2)c2ccccc2C(=O)O)cc1 | -4.4 | -5.1 | 3.8 | 4.6 | 3.0 | -6.0 | 9.8 | -6.3 | 5.3 | 5.9
CCOc1ccccc1C1NC(=O)NC(C)=C1C(=O)OC1CCCCC1 (stereo unspecified) | -5.2 | -4.2 | -0.1 | 0.8 | 0.6 | 2.5 | -5.2 | -5.9 | 3.9 | -0.9
O=C(CN1CCC(NC(=O)c2ccco2)CC1)Nc1cccc2ccccc12 | 2.0 | 1.5 | 0.7 | 0.1 | -0.5 | 4.2 | -5.3 | 2.5 | 5.5 | -1.6
CC1CCN(C(=O)C(C)c2ccc([N+](=O)[O-])cc2)CC1 (stereo unspecified) | 4.7 | 1.1 | 0.7 | -1.1 | -2.3 | 1.7 | -1.7 | 2.3 | 3.0 | 0.3
Cc1cc(Cl)ccc1NC(=O)CN(C)C1=NS(=O)(=O)c2ccccc21 | -5.1 | -4.4 | -1.9 | 11.7 | 5.1 | 0.2 | 6.2 | -5.0 | -11.0 | 1.6
Nc1n[nH]c(N)c1N=Nc1cccc(C(F)(F)F)c1 | 8.6 | 3.9 | 0.4 | -4.0 | -2.7 | 1.5 | 3.2 | 9.6 | 4.7 | 3.3
CCOc1ccccc1N1CN(Cc2ccccc2)CNC1=S | 4.3 | 1.9 | -0.9 | 0.1 | 7.8 | 2.8 | -8.7 | 3.0 | -2.2 | x
COc1cc(OC)c(C(=O)Nc2ccc(N(C)C)cc2)cc1OC | 6.6 | 1.0 | -4.7 | 2.1 | 1.1 | 1.9 | -0.1 | 1.9 | 4.0 | 5.8
Cc1ccc(-c2cn3cccnc3n2)cc1NC(=O)c1cccs1 | 6.4 | 0.1 | -0.7 | 0.3 | -2.4 | -0.2 | 1.6 | 9.9 | -4.4 | 4.1
C=CCn1c(SCC(=O)Nc2ccccc2F)nnc1C(C)NC(=O)c1ccccc1F (stereo unspecified) | -0.6 | -7.1 | 2.4 | 1.1 | 3.6 | -7.3 | -8.3 | -0.4 | 4.5 | -2.7
CC(COc1cccc2ccccc12)CN1CCN(C)CC1 (stereo unspecified) | -1.9 | -4.4 | -3.7 | -2.3 | -0.2 | -0.7 | -6.1 | -8.1 | 3.5 | -0.5
O=C(O)c1ccccc1C(=O)NCCc1c(C(=O)O)[nH]c2ccc(F)cc12 | -3.5 | 0.7 | 2.4 | -3.2 | 0.3 | 3.7 | 5.5 | -12.3 | -1.5 | 0.8
O=C(CCn1c(=O)oc2ccccc21)NCCCN1CCOCC1 | 1.6 | 2.6 | 1.2 | -3.9 | 2.5 | 2.6 | -1.0 | 1.1 | -4.5 | 4.9
O=C(Nc1ccccc1-c1nnn(CC(=O)N2CCCc3ccccc32)n1)c1ccc(Cl)cc1 | -2.7 | -1.0 | -7.4 | -1.1 | -2.5 | 4.5 | -0.9 | -5.5 | -1.6 | 1.2
CCCOP(=O)(OCCC)C(Nc1ccc(C(C)C)cc1)c1ccc([N+](=O)[O-])cc1 (stereo unspecified) | 6.1 | -2.4 | 5.7 | 0.0 | -0.2 | -1.0 | -4.8 | -13.3 | -3.1 | -39.0
Cc1ccc(S(=O)(=O)N2CC=C(N)N2)cc1 | 2.3 | -1.8 | 5.3 | 0.3 | -3.4 | 3.3 | 1.6 | 3.1 | 1.9 | -1.6
O=C1CN(C(=O)CNCc2cccc(Cl)c2)c2ccccc2N1 | 3.2 | 2.6 | -4.0 | 0.5 | 2.7 | 2.6 | -1.2 | 21.0 | 13.4 | 6.9
COc1ccccc1N1CCN(Cc2cn[nH]c2-c2ccc(F)cc2)CC1 | 5.5 | 2.6 | -6.7 | 0.1 | 0.2 | 4.7 | -4.5 | 0.1 | 6.7 | 3.2
O=C(NNC(=O)c1nc(Cl)ccc1Cl)c1ccc(F)cc1 | 2.6 | 0.1 | -0.5 | -2.8 | 0.5 | -1.5 | 2.1 | 2.5 | 3.9 | 2.0
CCOC(=O)c1ccc(NC(=S)N(CCCN2CCCCC2)Cc2ccco2)cc1 | 3.4 | 0.1 | -4.0 | -2.1 | -7.2 | -13.7 | -5.0 | 6.0 | 0.4 | -6.2
COc1ccc(NC(=S)N2CCC(C(=O)c3ccc(Cl)cc3)CC2)cc1 | 8.2 | -0.5 | 3.5 | -2.1 | -3.1 | 8.6 | -1.1 | -10.3 | 0.1 | -3.3
Cc1ccc(S(=O)(=O)CCSc2n[nH]c(=O)n2-c2ccccc2)cc1 | 4.3 | -0.7 | 3.6 | -2.4 | -0.9 | 6.3 | -3.0 | -6.3 | 4.2 | x
O=C(c1cccs1)N1CCN(Cc2ccccc2)CC1 | 2.9 | -0.4 | 1.3 | -1.9 | 2.3 | -6.2 | -1.9 | 8.8 | -6.3 | -0.5
CC(Sc1nnc(C2CC2)n1C1CC1)C(=O)Nc1ccc(C(N)=O)cc1 (stereo unspecified) | 2.0 | 5.8 | -2.2 | -5.2 | -1.6 | -3.9 | -1.2 | 1.3 | 2.0 | -1.9

Some of the entries so far, tab-delimited.
SMILES	SIAE primary	LEDGF integ inh	NPR2 activator	PRMT1 inh	MBD2 inh	TCR CD3 inh	rCAG RNA binder	TDP2 inh	mABHD4 FP	HTRA1 inhibitor
CC(COc1cccc2ccccc12)CN1CCN(C)CC1 (stereo unspecified)	-1.9	-4.4	-3.7	-2.3	-0.2	-0.7	-6.1	-8.1	3.5	-0.5
COc1ccccc1N1CCN(Cc2cn[nH]c2-c2ccc(F)cc2)CC1	5.5	2.6	-6.7	0.1	0.2	4.7	-4.5	0.1	6.7	3.2

New compounds follow
SMILES | SIAE primary | LEDGF integ inh | NPR2 activator | PRMT1 inh | MBD2 inh | TCR CD3 inh | rCAG RNA binder | TDP2 inh | mABHD4 FP | HTRA1 inhibitor
CCN(CC)c1ccc(NC(=O)CSc2nnc(N)s2)cc1C | 2.5 | -4.6 | -1.2 | -0.2 | -1.4 | -0.5 | 2.0 | 0.9 | 0.7 | 3.9
CCC(C)CCCCNC1=NCCS1 (stereo unspecified) | -4.6 | 3.8 | -0.4 | -2.8 | 2.5 | 6.1 | 0.3 | 5.7 | -0.3 | 0.3
Cc1cc(C)nc(NS(=O)(=O)c2ccc(N3C(=O)c4ccccc4C3=O)cc2)n1 | -5.7 | -1.2 | 0.5 | -2.6 | -1.6 | 5.5 | 6.5 | -4.0 | 3.2 | 0.7
COc1cccc(-n2nnc3c(=O)n(CC(=O)N4CCCc5ccccc54)cnc32)c1 | 1.6 | 3.2 | 0.8 | -1.7 | 1.2 | -4.4 | -0.5 | 7.5 | 1.7 | -0.1
Cc1cc(=O)oc2c(C)c(OC(C)C(=O)NCC3CCC(C(=O)O)CC3)ccc12 (stereo unspecified) | -4.9 | -3.0 | -2.6 | 0.7 | -2.0 | -5.0 | 3.5 | 1.9 | -0.5 | 1.1
CC(NC(=O)c1ccccc1F)C1CC1 (stereo unspecified) | 14.1 | 0.1 | 5.3 | 2.4 | 6.9 | -6.3 | 2.4 | -3.2 | -0.8 | 6.6
COc1cc(OC)c(NC(=O)c2sc3ncn(CC(=O)N4CCN(c5ccccn5)CC4)c(=O)c3c2C)cc1Cl | -3.9 | -3.1 | 2.1 | -0.7 | 0.7 | -2.5 | 8.8 | -2.7 | 4.1 | -11.6
CCOC(=O)c1ccccc1NC(=O)CC1SC(=NC)N(C)C1=O (stereo unspecified) | -4.6 | 2.5 | -1.5 | 1.0 | 0.6 | 0.8 | 1.4 | -1.7 | -4.1 | 5.5
O=C(COCc1ccccc1)N1CC[C@H]2[C@H](CCCN2Cc2cc(F)cc(F)c2)C1 | 10.8 | -1.9 | -1.8 | -2.3 | -2.1 | x | -1.5 | -2.6 | 2.9 | x
Cc1cc(C)nc(NS(=O)(=O)c2ccc(N3C(=O)C4CC=C(Cl)CC4C3=O)cc2)n1 (stereo unspecified) | -1.6 | -0.3 | 0.5 | 1.3 | 2.9 | -3.0 | 11.8 | 5.7 | 0.0 | -0.5
NNC(=O)/C(=C\c1ccc(Br)cc1)NC(=O)c1cccs1 | 3.4 | -4.1 | 6.3 | 1.1 | 9.1 | -4.1 | -0.7 | -0.2 | 1.5 | 1.6
COc1ccc(C2=NNC(c3ccco3)=Nc3ccc(F)cc32)cc1 | -6.5 | 1.6 | 1.4 | 0.0 | -0.5 | 2.7 | 5.6 | -6.6 | -3.4 | -3.8
CCN(Cc1ccccc1)C(=O)/C=C/c1ccccc1[N+](=O)[O-] | 0.0 | -1.7 | -6.8 | 2.8 | 0.4 | -4.0 | -3.8 | 0.5 | -6.4 | -0.8
O=C(OCc1cc2ccccc2[nH]c1=O)C1CCCCC1 | 2.4 | 0.8 | 2.6 | 0.2 | -3.6 | 3.3 | -0.3 | 1.1 | -0.6 | -1.1
COC(=O)c1ccc(NC(=O)C(=O)N2CCN(C(=S)NCCc3ccccc3)CC2)cc1 | 5.4 | 0.3 | -6.6 | -2.9 | -0.7 | -1.5 | 2.7 | -10.8 | -2.1 | -9.6
CSc1ccc(CN2CCC(CO)(Cc3ccc(Cl)cc3)CC2)cc1 | 3.3 | 4.7 | -7.3 | -8.1 | -6.0 | 3.4 | -0.5 | -6.9 | 4.8 | -4.0
